PrPC TRFRET: cell surface PrPC inhibition, primary TR-FRET screen. P04156. TR-FRET read-out. inhibition, % at 13.8 µM. 0.43% of 370,000 active. AID 720596; in the data active = inhibition above about 24%; also: 0% = median of the test wells and 100% = reference compound wells
Rv3671c inh: Rv3671c (M. tuberculosis) protease inhibition; P9WHR9; inhibition, % at 5.96 µM; 0.048% of 320,000 active; in the data active = inhibition above about 38%;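 also: extracellular domain of Rv3671c used as enzyme; 0% = enzyme with DMSO and 100% = no enzyme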
Target sequence (P9WHR9 whole entry, looked up, the tested form may be a part): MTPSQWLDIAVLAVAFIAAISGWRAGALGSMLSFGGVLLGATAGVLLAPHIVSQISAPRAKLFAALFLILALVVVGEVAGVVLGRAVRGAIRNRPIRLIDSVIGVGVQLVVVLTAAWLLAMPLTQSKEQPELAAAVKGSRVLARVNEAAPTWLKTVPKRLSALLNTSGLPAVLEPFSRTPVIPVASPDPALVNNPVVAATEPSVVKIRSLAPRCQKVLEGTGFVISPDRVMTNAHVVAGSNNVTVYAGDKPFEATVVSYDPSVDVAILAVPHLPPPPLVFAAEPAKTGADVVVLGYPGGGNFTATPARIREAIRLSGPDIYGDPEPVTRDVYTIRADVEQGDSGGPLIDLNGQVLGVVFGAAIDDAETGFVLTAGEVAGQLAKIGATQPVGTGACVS
PriA SSB inh: inhibitors of Klebsiella pneumoniae PriA binding to SSB C-terminal tail; AlphaScreen SSBct-PriA binding, biotinylated peptide; inhibition, % at 33 µM; 0.6% of 430,000 active; in the data active = inhibition mostly above about 37%, no sharp cut-off; inactive = mostly below about 20%;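 also: plate controls were negative control peptide for no effect and reference peptide for full effect; strong numbers were not always called active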
BH1578 lux ind: quorum light induction in luxS cqsA deficient V. cholerae | V. cholerae BH1578 lux reporter, luminescence, 6 h | activation, % at 18.7 µM | 0.16% of 350,000 active | AID 588436; in the data active = activation mostly above about 9.7%, no sharp cut-off; also: not every result past the cut was called active; inactives centre near 0; reference of the scale not given here
MazEF act: MazEF (E. coli) toxin RNase activation. P0AE70. FAM/BHQ RNA-DNA oligo cleavage fluorescence, 5 h. activation, % at 20 µM. 0.32% of 350,000 active; in the data active = activation above about 50%
Target sequence (P0AE70 whole entry, looked up): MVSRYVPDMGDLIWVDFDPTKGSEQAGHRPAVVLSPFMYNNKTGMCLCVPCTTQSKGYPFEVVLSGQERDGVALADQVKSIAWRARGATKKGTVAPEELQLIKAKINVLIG
Y pestis TopoI: blocks Yersinia pestis topoisomerase I activity. Y. pestis Topo-I cleavage product accumulation, plate reader. activity, % at 10 µM. 0.064% of 360,000 active; in the data active = activity above about 50%, passing the limit was not always enough; also: inactives centre near 2
CCHF vOTU inh: blocks the CCHF virus ovarian tumor domain protease. CCHFV vOTU protease, Pep-AMC fluorescence. inhibition, % at 11.5 µM. 0.55% of 370,000 active. AID 651958; in the data active = inhibition above about 30%; also: 0% = vehicle wells with enzyme and 100% = no enzyme wells
TcdB GH inh: inhibitors of Clostridioides difficile toxin B glycohydrolase | P18177 | TcdB glycohydrolase enzymatic assay, plate reader | inhibition, % at 9.99 µM | 0.24% of 350,000 active; in the data active = inhibition above about 10%
VHR inh abs: blocks human VHR1 dual specificity phosphatase; P51452; recombinant VHR phosphatase, pNPP absorbance; inhibition, % at 13.3 µM; 0.52% of 290,000 active; in the data active = inhibition above about 50%; also: some compounds called inactive have numbers as strong as hits
Target sequence (P51452 whole entry, looked up): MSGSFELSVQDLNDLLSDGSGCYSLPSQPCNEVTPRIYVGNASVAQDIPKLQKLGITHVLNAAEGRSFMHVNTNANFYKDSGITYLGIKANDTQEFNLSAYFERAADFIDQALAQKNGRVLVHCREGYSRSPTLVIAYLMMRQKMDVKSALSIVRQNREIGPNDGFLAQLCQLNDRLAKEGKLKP
3CLpro inhibitor: SARS-CoV 3CLpro protease inhibition. P0C6X7. recombinant SARS-CoV 3CLpro, quenched FRET peptide cleavage. inhibition, % at 6 µM. 0.14% of 290,000 active; in the data active = inhibition above about 12%
Starred values were filed as active, the others as inactive; i = inactive; nt = not tested or not shown. These rows are one share of the data; count on the stated rates, not on these rows.

SMILES	PrPC TRFRET	Rv3671c inh	PriA SSB inh	BH1578 lux ind	MazEF act	Y pestis TopoI	CCHF vOTU inh	TcdB GH inh	VHR inh abs	3CLpro inhibitor
N#Cc1nc(N2CCCCC2)nc(N2CCOCC2)n1	-1.7	6.6	-6.4	-2.0	3.0	4.5	-4.4	-0.2	-0.5	-0.7
Cc1ccc(N=C2NC(=O)/C(=C\c3cccs3)S2)cc1C	-5.9	-4.4	0.4	-0.3	-7.4	-2.2	-0.9	-0.1	-3.6	2.1
COC(=O)c1ccc(CN2C(=O)NC3(CCC(C)CC3)C2=O)cc1 (stereo not given)	3.5	3.5	-8.4	-0.2	9.4	6.2	7.9	0.8	14.7	-0.4
O=C(COC(=O)Cc1ccc(S(=O)(=O)N2CCOCC2)s1)Nc1ccc(OC(F)F)cc1	0.6	-8.6	-11.2	-0.4	-9.1	-13.9	-7.9	-0.4	nt	nt
CCSCc1nnc(SCC(=O)c2ccc(OC)cc2)n1C	1.7	5.0	-6.8	i	-3.7	-1.3	-5.4	nt	-22.1	2.9
COc1cccc(NC(=O)NC(C)C2CC3CCC2C3)c1 (stereo not given)	-2.3	0.1	2.2	-0.3	8.4	-2.6	-1.3	nt	9.0	-5.0
Cc1cc(C)c(NS(=O)(=O)c2cccc3cccnc23)c(C)c1	1.2	7.5	-14.9	0.4	3.0	-12.7	-0.3	13.9*	2.7	-0.4
O=C(CN1C(=O)NC(Cc2c[nH]c3ccccc23)C1=O)Nc1ccc(F)c(F)c1F (stereo not given)	5.6	2.5	-9.0	-0.7	-5.2	-2.5	12.4	1.0	nt	nt
COc1ccc([C@@H]2[C@@H]3C(=O)N(C(C)(C)C)C(=O)[C@@H]3[C@]3(C)C(=O)N(c4cccc(Cl)c4)C(=O)N23)cc1	1.0	-2.1	-33.1	-5.4	0.5	11.3	-5.0	nt	nt	nt
COc1cccc(N=Cc2c(O)n(-c3cccc(C)n3)c(=O)c3ccccc23)c1	-17.1	2.4	7.1	-0.5	-2.1	21.9	-13.7	nt	-1.8	-2.3
CN1CCN(C(=S)Nc2cccc(S(=O)(=O)N(C)C)c2)CC1	6.6	-5.0	1.1	0.3	1.3	-0.4	8.7	1.0	16.5	0.1
Cc1cc(Cl)c(Cl)cc1S(=O)(=O)NCCCn1ccnc1	-8.1	-2.2	10.3	i	5.4	-0.7	8.2	0.1	8.5	1.1
C=CCc1cc(/C=C2/NC(=O)NC2=O)cc(OCC)c1O	-13.2	4.8	-11.3	-1.2	-16.0	-2.2	0.4	-0.8	22.7	6.7
NC(=O)NCc1cccc(Cl)c1	7.6	-5.1	-3.7	i	2.1	1.6	6.5	nt	24.5	-4.1
O=C1NC(=S)N(c2ccc(F)cc2)C(=O)/C1=C\c1ccoc1	nt	nt	3.6	-0.1	-81.0	-8.3	nt	nt	7.2	6.8
COc1ccc(CCCc2nnc(SCC(=O)Nc3nc(C)cs3)n2C)cc1C	4.7	0.5	-3.7	-3.8	2.2	0.3	-0.1	nt	25.0	-1.6
CCC(CC)N1CCN(CC2CC=CCC2)CC1 (stereo not given)	5.2	4.2	-6.1	-2.3	2.6	-3.8	-0.5	-1.1	17.4	4.3
CCCC(C(=O)OCCN(CC)CC)(c1ccccc1)c1ccccc1	-3.0	-1.9	-7.1	i	1.9	6.2	11.8	0.5	nt	nt
NC(=O)/C(=C/c1cccnc1)NC(=O)c1ccccc1	-1.2	6.4	-10.8	1.6	15.5	0.7	-5.5	0.5	27.1	0.1
CCOC(=O)c1ccc(Nc2ncnc3c2cnn3C)cc1	11.4	-13.1	-1.3	-0.5	3.7	3.5	-4.4	0.4	12.1	-3.9

An excerpt of these results, with two lines to a compound.
Screens in order – PrPC TRFRET | Rv3671c inh | PriA SSB inh | BH1578 lux ind | MazEF act | Y pestis TopoI | CCHF vOTU inh | TcdB GH inh | VHR inh abs | 3CLpro inhibitor
- O=C(CN1C(=O)NC(Cc2c[nH]c3ccccc23)C1=O)Nc1ccc(F)c(F)c1F (stereo not given)
 : 5.6 | 2.5 | -9.0 | -0.7 | -5.2 | -2.5 | 12.4 | 1.0 | nt | nt
- COc1ccc([C@@H]2[C@@H]3C(=O)N(C(C)(C)C)C(=O)[C@@H]3[C@]3(C)C(=O)N(c4cccc(Cl)c4)C(=O)N23)cc1
 : 1.0 | -2.1 | -33.1 | -5.4 | 0.5 | 11.3 | -5.0 | nt | nt | nt
- COc1cccc(N=Cc2c(O)n(-c3cccc(C)n3)c(=O)c3ccccc23)c1
 : -17.1 | 2.4 | 7.1 | -0.5 | -2.1 | 21.9 | -13.7 | nt | -1.8 | -2.3

Other entries
SMILES	PrPC TRFRET	Rv3671c inh	PriA SSB inh	BH1578 lux ind	MazEF act	Y pestis TopoI	CCHF vOTU inh	TcdB GH inh	VHR inh abs	3CLpro inhibitor
CC(C)(C)c1ccc(OCC(O)CN2CCN(c3ccccn3)CC2)cc1 (stereo not given)	4.6	8.1	-1.8	-0.7	0.9	16.3	4.4	1.8	1.3	-0.2
Cc1ccc(C(=O)N[C@H](C(=O)Nc2cccc(S(=O)(=O)N3CCOCC3)c2)C(C)C)cc1	6.3	nt	nt	i	4.5	8.9	-14.3	2.1	nt	nt
Cc1nc2ccccc2n1CC(=O)N/N=C/c1cccs1	-2.2	0.0	nt	-0.8	0.7	1.2	-9.2	1.3	1.5	-4.8
CSCCC(NS(=O)(=O)c1ccc(Cl)cc1)C(=O)OCC(=O)NC1CC1 (stereo not given)	3.4	3.8	1.1	i	12.2	-1.5	7.0	nt	0.0	-1.6
Cc1ccc(OS(=O)(=O)c2ccccc2)c(/C=N/N=C2\NC(=O)C(C)S2)c1 (stereo not given)	-3.6	-10.9	nt	-2.9	-5.3	8.6	13.9	nt	11.8	1.3
CC(=O)c1cccc(NC(=S)N2CCN(S(=O)(=O)c3ccc(F)cc3)CC2)c1	2.9	-5.8	-0.5	-0.3	5.2	-0.9	-3.8	-0.1	18.8	-2.3
COc1ccc2nc(-c3ccccc3)nc(SC)c2c1	4.2	nt	-2.1	i	-14.5	6.9	2.4	-1.0	nt	nt
COc1cc(/C=N/NC(=O)Cn2c([N+](=O)[O-])cnc2C)ccc1OC(=O)N(C)C	-1.3	5.7	nt	-0.6	10.1	7.2	8.9	0.8	13.3	8.9
Cc1ccc(CN2CC(C(=O)N3CCN(S(=O)(=O)c4ccc(C)cc4C)CC3)CC2=O)cc1 (stereo not given)	5.4	-1.9	-3.5	-0.3	-0.4	21.2	3.8	0.9	nt	nt
CC(C)N1CC2(CC(c3ccccc3C(F)(F)F)=NO2)CN1C(=O)c1ccc(C(C)(C)C)cc1 (stereo not given)	-4.2	nt	nt	-0.3	1.2	26.1	16.9	1.8	nt	nt
O=C(NCCO)c1ccc(Cl)c(Cl)c1	-7.9	3.3	-8.5	8.3	5.5	-7.0	1.7	nt	6.7	0.0
CC(=NNS(=O)(=O)c1ccc(C)cc1)c1ccncc1	-0.6	nt	nt	-5.0	3.9	2.0	-5.0	0.6	nt	nt
O=C(CCn1c(=O)oc2ccccc21)N1CCN(c2ccc(F)cc2)CC1	1.3	9.1	-3.0	-1.1	-0.7	-10.0	0.5	0.6	12.7	3.3
COc1ccc(C)cc1NC(=O)COC(=O)C1CC1	4.4	7.8	3.9	-0.3	2.1	-5.6	-10.4	nt	2.0	-2.6
CCCOC(=O)C1C2C=CC(C3CC23)C1C(=O)OCC(=O)c1ccccc1 (stereo not given)	6.6	1.3	-42.5	-1.2	1.0	9.9	1.4	nt	-13.1	2.3
CC1CCN(c2nc3ccc(C(=O)O)cc3s2)CC1	0.7	8.0	-5.9	i	6.7	2.3	1.8	nt	18.8	2.5
O=C(Nc1cccc(F)c1)C1CCCCC1	13.0	7.4	-15.8	-0.2	6.4	-10.9	0.1	1.6	nt	nt
CCCn1c(=O)[nH]c(=O)c2c1nc(-c1ccc(C(F)(F)F)cc1)n2CCOC	-5.2	2.6	-2.4	-2.3	9.1	8.0	1.2	-0.3	30.5	5.6
O=C(CSc1nc2sc3c(c2c(=O)n1-c1ccccc1)CCCC3)NCc1ccco1	-2.4	-2.5	-171.0	-0.2	-28.9	10.6	1.5	0.7	16.5	-5.1
Cc1cc(C)n(-c2nc3ccccc3nc2NCCc2ccccc2)n1	1.8	-4.4	-82.0	nt	-16.2	3.6	-10.7	-0.5	25.2	-1.9
COc1cccc(/C=N/Nc2ncnc3c2ncn3Cc2ccccc2)c1O	18.9	11.8	nt	-0.3	5.8	-6.8	9.4	0.3	8.1	7.1
CCOc1ccc2nc(SCC)[nH]c2c1	6.0	1.8	-8.2	-0.4	0.7	0.2	-10.8	nt	9.1	0.6
CCOC(=O)N1CCN(Cc2nnc(-c3ccccc3Cl)o2)CC1	2.0	-0.6	-8.5	-1.5	2.5	9.3	-0.8	-3.6	nt	-5.2
COCC(=O)N(Cc1nc2sc(C)c(C)c2c(=O)[nH]1)C1CCCCC1	1.1	-6.7	-3.5	i	3.6	5.8	-1.3	-1.5	12.7	7.2
CC(=O)N1CN(C2CCCC2)Cc2c1sc1c2CCCC1	-1.2	-2.8	-8.1	-0.3	-2.1	2.3	-7.5	nt	-7.9	-3.6
COc1ccc(NC(=O)CCc2c(C)nn(-c3ccc(N4CCOCC4)nn3)c2C)cc1	-4.1	-0.4	-8.6	-0.3	-17.6	-4.1	-2.1	0.1	5.3	1.6
CCCCc1c(C)nc2ccc(C)cc2c1SCCC(=O)O	6.9	-3.0	-12.1	-0.3	1.1	11.5	13.4	1.4	19.7	-0.1
CCOc1cccc(/C=C2\NC(=S)N(c3ccccc3)C2=O)c1O	-10.6	-3.4	-4.7	i	-4.6	-3.0	9.3	0.5	-3.3	2.9
Cc1ccc(C(=O)Nc2cccc(C(=O)O)c2)cc1	-0.6	2.0	0.0	nt	-0.9	nt	-0.2	nt	-6.6	-4.2
COc1cc2c(cc1OC)C(C(=O)NCCC(C)C)C1CCCCN1C2=O (stereo not given)	1.3	5.5	-14.1	-0.3	5.4	2.9	3.9	nt	-4.5	1.6
CCOC(=O)c1cccc(NC(=O)c2cncc(Br)c2)c1	8.5	-4.3	-8.3	-0.4	0.7	-5.1	11.2	nt	-9.9	-0.5
O=Cc1ccc(-c2cccs2)s1	-6.7	nt	-19.9	i	3.2	4.0	-333.1	-2.9	nt	nt
O=C(NCC1CC1)c1onc(CSc2ccc(F)c(F)c2)c1C(=O)NCC1CC1	9.1	-3.5	-10.4	0.0	6.0	15.2	0.3	-0.1	nt	nt
CC1Oc2ccccc2N(Cc2cccnc2)C1=O (stereo not given)	7.1	-6.0	-14.1	-1.2	5.1	0.2	10.2	nt	10.5	0.1
O=C(COC(=O)c1ccccc1NC(=O)c1ccco1)Nc1ccc2c(c1)OCO2	3.6	-2.8	9.8	-1.3	11.2	9.6	14.1	nt	25.6	-0.3
Cc1[nH]c2ccc(OCc3ccccc3)cc2c1CCN	-2.6	0.2	35.0	-0.2	20.3	-28.1	0.9	0.2	-6.8	-4.9
Cc1onc(-c2ccccc2Cl)c1C(=O)NCc1ccc(S(N)(=O)=O)cc1	-1.5	3.2	1.9	i	4.6	-2.8	5.9	nt	27.5	-4.3
CCCOn1c(-n2nc(C)cc2C)nc2ccccc2c1=O	-2.9	3.6	-5.3	1.4	-5.7	1.2	-4.6	nt	11.9	-0.7
CC(C)[C@H](NC(=O)c1c(F)cccc1F)C(=O)N1CCN(c2ccc(F)cc2)CC1	-13.5	2.8	-0.6	3.6	-10.7	-15.2	17.8	0.3	21.4	5.4
Cc1cc(C(=O)Nc2cccc(NC(=O)c3ccco3)c2)ccc1[N+](=O)[O-]	-9.4	nt	13.1	-2.2	10.1	4.0	-7.7	0.0	1.8	-2.8

By substructure: the entries above containing a COOH group (three)
SMILES	PrPC TRFRET	Rv3671c inh	PriA SSB inh	BH1578 lux ind	MazEF act	Y pestis TopoI	CCHF vOTU inh	TcdB GH inh	VHR inh abs	3CLpro inhibitor
CC1CCN(c2nc3ccc(C(=O)O)cc3s2)CC1	0.7	8.0	-5.9	i	6.7	2.3	1.8	nt	18.8	2.5
CCCCc1c(C)nc2ccc(C)cc2c1SCCC(=O)O	6.9	-3.0	-12.1	-0.3	1.1	11.5	13.4	1.4	19.7	-0.1
Cc1ccc(C(=O)Nc2cccc(C(=O)O)c2)cc1	-0.6	2.0	0.0	nt	-0.9	nt	-0.2	nt	-6.6	-4.2

Screening data as filed in PubChem BioAssay.
